Screens deposited in PubChem BioAssay by several laboratories.
ASAP1 GAP inh: blocks human ASAP1-stimulated Arf1 GTP hydrolysis; AID 624377; inhibition, % at 16.5 µM; Q9ULH1; hit rate 0.19% among 360,000; GDP FP detection; in the data active = inhibition above about 25%;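 also: 0% = vehicle with enzyme and substrate and 100% = no enzyme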
KLK7 zymogen act: activates the human kallikrein-7 zymogen; purified proKLK7, EDANS-DABCYL substrate fluorescence; 100% is mature enzyme control, 0% vehicle; activation, % at 7 µM; hit rate 0.9% among 370,000; AID 652039;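 active = activation above the mean of all tested compounds plus 3 SD, computed per campaign excluding outliers beyond control limits, cut at about 13% in these data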
ARFGAP1 inh: inhibits rat ARF GTPase activating protein 1; inhibition, % at 16.5 µM; AID 651572; hit rate 0.26% among 360,000; Q62848; Arfgap1-stimulated ARF1 GTP hydrolysis, GDP FP detection;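 active = inhibition above a per-plate limit, mean inhibition of low control wells plus 3 SD, cut at about 25% in these data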;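 also: 0% = DMSO wells with enzyme and 100% = wells lacking Arfgap1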
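Assay system: Rat Arfgap1 GAP domain (His6, aa 1-136), purified enzyme | Buffer or medium: HEPES 25 mM pH 7.5, NaCl 150 mM, MgCl2, DTT | Schedule: GTP hydrolysis reaction 2 h at 25 °C | Signal: FP of antibody-bound GDP Alexa 633 tracer, ex 620/em 688 nm | Measure: Percent inhibition of Arfgap1-stimulated GTP hydrolysis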
Rev-erbA mod: Rev-erb alpha (human) modulation; P20393; Rev-erbα–FITC-DNA binding, fluorescence polarization, 90 min; activity, % at 10 µM; hit rate 0.79% among 370,000; AID 1259318;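 active = activity above about 14%, limit read from the data; passing the limit was not always enough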;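 also: 0% = DMSO wells with 35 nM protein and 100% = DMSO wells with 750 nM protein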
PLC-beta3 inh: inhibitors of human phospholipase C beta3; Q01970; Purified PLC-beta3, fluorogenic substrate, fluorescence; inhibition, % at 12.2 µM; hit rate 0.18% among 370,000; AID 720704; in the data active = inhibition above about 11%;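 also: 0% = median of compound wells on plate and 100% = full blocker control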
Tn6 DDE FP: disrupts Tn6 cyclic peptide binding to fibrin D-Dimer-E complex; P02675; Fibrin DD(E) TRITC-Tn6 fluorescence polarization displacement; inhibition, % at 8.3 µM; hit rate 0.21% among 370,000;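 active = inhibition above a per-campaign cutoff: mean of compounds within control limits plus 3 SD, cut at about 15% in these data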;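 also: 0% = median of all compound wells on the plate and 100% = blocking peptide control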
Tn7 DDE FP: DD(E)-Tn7 binding inhibition, primary FP screen; inhibition, % at 8.3 µM; hit rate 0.13% among 370,000; FP displacement of FITC-Tn7 peptide from fibrin DD(E); 0% = median of compound wells per plate; P02675;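 active = inhibition above the mean of compounds falling within the control limits plus 3 SD of them, cut at about 14% in these data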;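 also: 0% = plate median of compound wells and 100% = 10 µM Aha-Tn7 peptide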
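Test system – human fibrin DD(E) · Times – 10 min preincubation, 3 h with tracer, room temperature · Detection – fluorescence polarization of the labelled Tn7 tracer · Measure – percent inhibition normalized to high-control wells · Benchmarks – high control wells with 10 µM unlabelled Aha-Tn7 peptide (full inhibition) · Repeats – singlicate testing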
UHRF1 binding: UHRF1 methyl-DNA binding inhibition. Q96T88. UHRF1 binding to methylated oligo, TR-FRET. inhibition, % at 4.4 µM. hit rate 0.75% among 370,000. AID 687016; in the data active = inhibition above about 21%;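 also: UHRF1 SRA domain binding a hemimethylated CpG hairpin DNA probe; 0% = median of test compound wells and 100% = reference inhibitor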
sPLA2-III inh: Blocks human group III sPLA2 activity | Q9NZ20 | QFRET BODIPY PC-A2 liposome hydrolysis, fluorescence | hit rate 0.56% among 370,000 | inhibition, % at 12.2 µM;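 active = inhibition above mean plus 3 SD of compounds lying within the high and low control bounds, cut at about 19% in these data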;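 also: 0% = median of test compound wells and 100% = no enzyme DMSO wells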
PLC-gamma1 inh: inhibitors of human phospholipase C gamma1. AID 720700. inhibition, % at 12.2 µM. purified PLC-gamma1, fluorogenic substrate, fluorescence. hit rate 0.84% among 370,000; in the data active = inhibition above about 9.5%
Starred values were filed as active, the others as inactive; / = not tested or not shown; & = joins results of further samples. No enrichment for hits, and some 4.5% of all compounds hit somewhere here.

SMILES	ASAP1 GAP inh	KLK7 zymogen act	ARFGAP1 inh	Rev-erbA mod	PLC-beta3 inh	Tn6 DDE FP	Tn7 DDE FP	UHRF1 binding	sPLA2-III inh	PLC-gamma1 inh
O=C([C@H](Cc1ccccc1)N1C(=O)c2ccccc2C1=O)N1CCOCC1	-6	0.3	9	3	-8	2	-2	1	-2	1
O=C(CN1CCOCC1)Nc1nc2ccc([N+](=O)[O-])cc2s1	-6	0.2	-13	-1	2	-3	1	-3	-2	2
Cc1ccc(N(C(=O)c2csnn2)C(C(=O)NC2CCCCC2)c2ccccn2)c(C)c1 (stereo not given)	12	-0.3	8	0	-1	-8	5	0	-4	-1
NC1=NC(=O)C(c2ccccc2)(c2ccccc2)S1	2	0.5	3	-5	4	1	1	1	-8	3
CCCOc1ccc(C(=O)c2nc3c(n2O)CCCC3)cc1	4	0.4	-2	0	-1	-3	3	-3	-5	-2
CCN(CC)Cc1c(C(=O)N/N=C/c2cccnc2)nnn1-c1nonc1N	-2	0.2	3	5	3	6	-7	0	2	4
CCOc1ccc(CCNC(=O)Cn2ccc3cc(S(=O)(=O)N4CCCC4)ccc32)cc1	-12	-0.1	5	5	-6	-6	-2	-2	-12	0
Fc1cccc(Cc2c(-c3ccccc3)nc3c(Cl)cc(C(F)(F)F)cn23)c1	-3	0.1	9	12	2	7	-8	4	3	-2
COc1cccc(/C=C/C(=O)N2CCN(S(=O)(=O)c3ccccc3)CC2)c1	-1	1.5	-7	7	-40	-1	4	1	-2	-20
Cc1c(-c2ccc(Cl)cc2)[n+](=O)c2c(n1[O-])CCCC2	-2	0.1	7	5	-5	0	0	0	4	0
Cc1cc(NC(=O)CSc2nnc(-c3ccncc3)n2N)ccc1Br	-1	0.2	10	-3	5	-6	-8	-1	-1	4
COc1ccc(-n2cccc2C=O)cc1	0	-0.2	9	-6	1	-8	-1	1	-1	-1
CC(C)N(Cc1ccccc1)C(=S)NCCN1CCOCC1	0	-0.1	11	5	0	-8	-6	2	7	0
COc1ccc(C(=O)NNC(=O)CCc2ccccc2OC)cc1	8	-0.2	-13	8	-1	0	5	-2	-7	2
O=C(Nc1ccc([N+](=O)[O-])cc1)c1cccc(S(=O)(=O)Nc2ccccn2)c1	14	-0.5	2	-1	-4	-8	-8	1	-5	1
COc1ccc(NC(=O)c2sc3cc(C(F)(F)F)cnc3c2-c2cccs2)cc1	5	0.3	16	112*	1	-5	-1	0	5	11*
CCn1c(=O)cc(SCC(=O)Nc2cccnc2)c2ccccc21	9	1.0	-1	-3	-1	-2	14*	-3	-7	-2
CCOC(=O)c1cc(S(=O)(=O)NCCc2ccccc2)cn1C	-7	0.3	-6	-4	-8	9	-3	-1	2	1
OC(Cn1cncn1)(Cn1cncn1)c1ccc(F)cc1F	-6	-0.6	9	-3&4	6	3	-4	-1	1	1
CCCCCc1ccc(-c2cn(Cc3cccc(OC)c3)nn2)cc1	-1	0.3	-3	0	-2	-5	-3	-3	-21	-4
O=C(CNC(=S)NC(=O)c1ccc(Br)o1)c1ccccc1	9	0.3	-1	2	-4	-2	-7	-2	4	0
O=C(NCCCCc1ccccc1)C1CC(c2cc(C(F)(F)F)cc(C(F)(F)F)c2)=NO1 (stereo not given)	9	-0.3	8	2	1	6	-6	4	-3	2
CCCCC(=O)NC(=O)NC(c1ccccc1)c1ccccc1	-3	-0.7	-2	-6	-3	-7	-3	2	-7	2
C/C(=N\OCC(=O)OC(C)C(=O)Nc1ccc(C)c(S(=O)(=O)N2CCOCC2)c1)c1ccc2c(c1)OCO2 (stereo not given)	1	-0.1	-11	-8	-18	-5	-4	0	-22	-4
O=C(NCCCN1CCOCC1)c1cc2c(s1)CSC2	5	2.2	5	-5	-41	-7	-4	-4	-4	-28
Next entries follow.
SMILES	ASAP1 GAP inh	KLK7 zymogen act	ARFGAP1 inh	Rev-erbA mod	PLC-beta3 inh	Tn6 DDE FP	Tn7 DDE FP	UHRF1 binding	sPLA2-III inh	PLC-gamma1 inh
O=C(NCCCN1CCCC1)c1cccc(N2CCCC2=O)c1	-1	-0.4	11	0	4	-9	-4	0	-2	2
CCOc1ccccc1N(CC(=O)Nc1cccc2ccccc12)S(C)(=O)=O	9	-0.6	-11	-2	-6	6	4	1	-5	-1
Nc1nc(CN2CCN(c3ccccc3F)CC2)nc(Nc2ccc3c(c2)OCCO3)n1	2	-0.5	1	4	1	-9	0	-1	-6	0
COc1ccc(-c2csc(C(O)c3ccc(F)c(F)c3)n2)cn1 (stereo not given)	2	0.1	9	-3	-20	1	2	-2	-7	-14
COCCOc1ccc(C(F)(F)F)cc1NC(=O)c1ccc(F)cc1	5	-0.3	4	-3	0	-7	-4	6	18	6
CN(C)S(=O)(=O)c1ccc(C(=O)OCC(=O)Nc2ccccc2OC(F)F)cc1	5	-0.7	9	0	-1	3	3	1	-6	-1
O=C(COc1ccc(Br)cc1)c1ccc2c(c1)CCCC2	-15	-0.5	-1	-1	2	1	-1	-1	3	1
C=CCN(C)C(C#Cc1ccccc1)Cc1ccccc1 (stereo not given)	/	/	/	-5	-2	4	2	0	-1	0
Cc1occc1C(=O)N1CCN(Cc2ccccc2)CC1	1	0.3	5	-7	-3	-3	0	-1	-1	-4
CC1=NNC(=O)C1CCC(=O)N/N=C/c1ccccc1 (stereo not given)	-10	0.5	6	2	-4	1	-1	-1	2	2
Cc1cccc(OCC(=O)NCC(=O)N/N=C/c2cccs2)c1	0	-0.6	1	-1	5	8	0	-2	-10	-1
O=C(N/N=C/c1cccc(Br)c1)c1ccc(Cn2cc(Br)cn2)o1	14	-0.5	1	-6	-4	-9	4	8	-4	-5
COc1ccc(Cl)cc1C(=O)O/N=C(\N)c1ccc(Cl)cc1	-1	-0.1	0	-5	3	-5	-5	-1	4	-1
CN1CCN(C(=O)c2cc(Oc3c(F)c(F)c(F)c(F)c3F)cc(C(=O)N3CCN(C)CC3)c2)CC1	4	-0.4	6	-9	1	-3	-1	-2	-6	3
CSc1cccc(CN2CCC(Oc3cccc(C(=O)N4CCCC4)c3)CC2)c1	12	0.6	19	-2	-4	0	4	2	1	0
COc1ccc(-c2nc(N)ncc2-c2ccc(OC)c(OC)c2)c(O)c1	3	0.6	-5	-1	-33	-3	5	-2	-6	-18
O=C(NCc1ncc(C(F)(F)F)cc1Cl)Nc1ccccc1	-6	-0.2	3	0	6	5	2	4	14	7
Cc1ccc(CSc2nc(N)cc(=O)[nH]2)cc1	3	-0.3	3	5	-3	1	-8	3	1	3
COc1cc2cc(c1Cl)N(C)C(=O)CC(OC(=O)C(C)N(C)C(C)=O)C1(C)OC1C(C)C1CC(O)(NC(=O)O1)C(OC)C=CC=C(C)C2 (stereo not given)	17	0.9	-11	-3	1	1	1	1	-1	-4
O=C1SCC(c2ccc(Cl)cc2Cl)=NN1Cc1nnc(-c2ccccc2)o1	2	0.1	5	2	-34	-4	-3	0	-11	4
CCNC(=O)C1(C)CCN(C(=O)c2cccc(Cl)c2)C1 (stereo not given)	4	-0.6	-3	4	4	-2	5	4	1	8
Cc1cc(C)c(C)c(S(=O)(=O)N2CCN(C(=O)c3cc(S(=O)(=O)N4CCOCC4)ccc3F)CC2)c1C	-3	0.1	2	4	-7	-4	-4	0	-19	2
O=c1[nH]cnc2scc(-c3ccccc3)c12	-12	0.5	3	-1	2	2	-1	2	-3	1
N#C/C(=C\c1ccc(OCc2cccc(C(=O)O)c2)cc1)C(=O)NCc1ccco1	-2	0.0	-2	4	-8	5	3	18	-4	-3
O=C(COC(=O)c1cnc(Cl)c(Cl)c1)NCc1cccs1	-3	-0.2	2	-3	-2	1	-3	-1	0	1
(list continues)
SMILES	ASAP1 GAP inh	KLK7 zymogen act	ARFGAP1 inh	Rev-erbA mod	PLC-beta3 inh	Tn6 DDE FP	Tn7 DDE FP	UHRF1 binding	sPLA2-III inh	PLC-gamma1 inh
COc1c(F)c(F)c(C(=O)Nc2ccc3oc(-c4ccncc4)nc3c2)c(F)c1F	-11	-2.2	2	-4	-45	4	1	1	10	-39
COc1cccc(CN(C)CC(=O)Nc2ccccc2C(C)C)c1	2	0.7	7	5	-5	2	-2	3	4	6
CC(C)[C@H](NC(=O)c1ccccc1Cl)C(=O)OCC(=O)Nc1ccc(S(=O)(=O)N2CCOCC2)cc1	8	0.0	7	9	6	-9	-2	5	-3	7
CCOc1ccc(N(CC(=O)Nc2ccc(OC)cc2OC)S(=O)(=O)c2c(C)[nH]c(=O)[nH]c2=O)cc1	-2	0.3	-10	2	-6	3	-3	0	-18	-5
O=S(=O)(Nc1ccc(Cl)cn1)c1ccccc1	-8	0.5	-15	-2	-3	3	6	-1	-4	-2
COc1cccc(SCc2noc(C(=O)NC(C)C)c2C(=O)O)c1	15	-0.4	-4	-4	0	0	10	0	2	1
Fc1cccc(CSc2ccc3nnc(-c4cccnc4)n3n2)c1	-9	0.5	-11	2	-23	2	9	-2	-4	-9
COc1cccc(NC(=O)c2cc(-c3ccc(OC)cc3OC)nc3ccccc23)c1	8	67*	6	0	-170	-7	2	2	7	-121
Cn1cccc1C(=O)NC(=O)COC(=O)CNS(=O)(=O)c1ccc(Br)cc1	-5	-0.6	-4	-1	-16	-1	8	-2	-12	-19
CC(Sc1ccc(Cl)cc1)C(=O)Nc1ccccc1-c1ccccc1 (stereo not given)	12	-0.2	7	2	-1	1	-4	4	8	-3
Cc1ccc2nsnc2c1S(=O)(=O)NC1CC1	4	0.0	12	6	-1	2	-7	-4	0	3
CCCCOc1ccc(C2=CSC3=NCCN23)cc1[N+](=O)[O-]	-9	-0.6	8	4	-6	5	0	-2	14	2
COc1ccc2nc(NC(=O)C34CC5CC(CC(NC(C)=O)(C5)C3)C4)sc2c1	-17	0.9	1	0	-6	-2	0	0	-19	6
O=C(NNC1CC(=O)N(c2ccc3c(c2)OCCO3)C1=O)c1ccc(Cl)cc1 (stereo not given)	1	0.3	-8	0	-3	3	-7	2	-6	-4
CCOC(=O)C1=C(Nc2ccc(OC)cc2)OCC1=O	-5	-0.3	-3	-3	-5	4	2	1	2	0
Nc1nnc2cc(Cl)ccc2n1	-1	0.1	7	1	-1	-3	3	1	15	-3
COc1ccc(NC(=O)COC(=O)CO/N=C(\C)c2ccc3c(c2)OCO3)cc1S(N)(=O)=O	-2	-0.6	11	-1	-8	6	6	2	-1	-7
CCN1CCC[C@H]1CNC(=O)c1c(OC)ccc(Br)c1OC	-9	0.3	15	-7	4	-1	-5	3	11	1

3 neighbouring entries out of the list so far:
SMILES	ASAP1 GAP inh	KLK7 zymogen act	ARFGAP1 inh	Rev-erbA mod	PLC-beta3 inh	Tn6 DDE FP	Tn7 DDE FP	UHRF1 binding	sPLA2-III inh	PLC-gamma1 inh
CCn1c(=O)cc(SCC(=O)Nc2cccnc2)c2ccccc21	9	1.0	-1	-3	-1	-2	14*	-3	-7	-2
CCOC(=O)c1cc(S(=O)(=O)NCCc2ccccc2)cn1C	-7	0.3	-6	-4	-8	9	-3	-1	2	1
OC(Cn1cncn1)(Cn1cncn1)c1ccc(F)cc1F	-6	-0.6	9	-3&4	6	3	-4	-1	1	1
